From PubChem
ADAM10 inh – inhibits human ADAM10; recombinant ADAM10, EDANS/DABCYL FRET peptide cleavage, 3 h; AID 720582; hit rate 0.62% among 370,000; inhibition, % at 7 µM; O14672;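 active = inhibition above a per-campaign cutoff equal to the mean of compounds falling between control-based bounds plus 3 SD, cut at about 20% in these data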;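 also: 0% = DMSO wells while the 100% control is not disclosed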
GAA850 FXN act – increases GAA850 frataxin promoter reporter activity; hit rate 0.56% among 360,000; AID 540364; HEK293 lucGAA850 FXN promoter luciferase reporter, 24 h; percent of 10 µM SAHA response; activation, % at 6 µM;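 active = activation above the average of all compounds screened plus 3 SD, cutoff fixed separately per campaign, cut at about 7.5% in these data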;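 also: 0% = DMSO wells and 100% = 10 µM SAHA wells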
sPLA2-III inh – Blocks human group III sPLA2 activity | Q9NZ20 | QFRET BODIPY PC-A2 liposome hydrolysis, fluorescence | inhibition, % at 12.2 µM | hit rate 0.56% among 370,000 | AID 743126;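 active = inhibition above mean plus 3 SD of compounds lying within the high and low control bounds, cut at about 19% in these data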;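 also: 0% = median of test compound wells and 100% = no enzyme DMSO wells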
GC-B act – GC-B (human) receptor activation; P20594; HEK293-GC-B cells, CNP EC30, cGMP TR-FRET; 0% at EC30 CNP, 100% saturating CNP; activation, % at 10 µM; hit rate 0.11% among 370,000;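 active = activation at 10 µM reaching about 35% in either raw or pattern-adjusted values, limit read from the data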
Target sequence (P20594 whole entry, looked up): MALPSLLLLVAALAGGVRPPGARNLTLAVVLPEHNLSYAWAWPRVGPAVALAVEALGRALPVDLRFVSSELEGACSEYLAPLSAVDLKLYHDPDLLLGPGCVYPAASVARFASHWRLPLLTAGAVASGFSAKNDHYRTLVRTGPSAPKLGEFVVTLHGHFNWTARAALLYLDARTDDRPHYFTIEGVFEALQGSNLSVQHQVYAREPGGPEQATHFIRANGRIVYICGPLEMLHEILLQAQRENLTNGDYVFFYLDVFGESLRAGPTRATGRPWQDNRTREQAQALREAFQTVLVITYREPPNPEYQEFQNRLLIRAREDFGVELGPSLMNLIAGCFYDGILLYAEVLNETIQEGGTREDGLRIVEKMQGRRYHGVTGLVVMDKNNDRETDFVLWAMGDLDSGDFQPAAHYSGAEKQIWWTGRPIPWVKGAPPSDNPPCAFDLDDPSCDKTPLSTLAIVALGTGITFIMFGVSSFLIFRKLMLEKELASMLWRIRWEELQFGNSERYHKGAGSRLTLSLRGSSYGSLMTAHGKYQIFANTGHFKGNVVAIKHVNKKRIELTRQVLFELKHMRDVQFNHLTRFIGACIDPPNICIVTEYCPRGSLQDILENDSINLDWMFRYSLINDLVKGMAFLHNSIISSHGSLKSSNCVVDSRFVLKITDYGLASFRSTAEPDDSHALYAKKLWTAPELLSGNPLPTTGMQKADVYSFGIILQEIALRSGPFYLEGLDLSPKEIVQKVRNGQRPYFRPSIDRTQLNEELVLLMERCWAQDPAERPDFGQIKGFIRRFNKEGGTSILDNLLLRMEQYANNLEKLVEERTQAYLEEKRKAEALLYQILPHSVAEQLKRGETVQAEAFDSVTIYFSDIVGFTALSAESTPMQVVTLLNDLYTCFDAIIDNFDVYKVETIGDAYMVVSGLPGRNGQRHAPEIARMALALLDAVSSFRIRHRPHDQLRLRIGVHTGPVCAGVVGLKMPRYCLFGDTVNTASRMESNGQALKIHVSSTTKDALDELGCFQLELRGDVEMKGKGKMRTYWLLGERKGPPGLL
NPR1 activator – GC-A (human) enzyme activation; HEK293 GC-A cells, cGMP TR-FRET, EC30 ANP; 0% at EC30 ANP, 100% saturating ANP; hit rate 0.14% among 370,000; AID 1671463; P16066; activation, % at 10 µM; in the data active = activation above about 40%
ASAP1 GAP inh – blocks human ASAP1-stimulated Arf1 GTP hydrolysis; hit rate 0.19% among 360,000; inhibition, % at 16.5 µM; GDP FP detection; Q9ULH1; AID 624377; in the data active = inhibition above about 25%;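 also: 0% = vehicle with enzyme and substrate and 100% = no enzyme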
ARFGAP1 inh – inhibits rat ARF GTPase activating protein 1; Q62848; Arfgap1-stimulated ARF1 GTP hydrolysis, GDP FP detection; inhibition, % at 16.5 µM; hit rate 0.26% among 360,000;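 active = inhibition above a per-plate limit, mean inhibition of low control wells plus 3 SD, cut at about 25% in these data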;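 also: 0% = DMSO wells with enzyme and 100% = wells lacking Arfgap1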
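System: truncated rat Arfgap1 GAP domain / Benchmarks: high control wells lacking Arfgap1, low control full reaction with DMSO / Times: compound-enzyme preincubation 20 min, reaction 120 min, detection 60 min, 25 °C / Repeats: one replicate per compound / Also added: human ARF1(Δ1-17)-GTP substrate / Measured by: Tracer-displacement fluorescence polarization with EDTA stop, 620/688 nm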
KLK7 zymogen act – proKLK7 (human) activation, primary screen. P49862. activation, % at 7 µM. hit rate 0.9% among 370,000. AID 652039. purified proKLK7, EDANS-DABCYL substrate fluorescence; 100% is mature enzyme control, 0% vehicle;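 active = activation above the mean of all tested compounds plus 3 SD, computed per campaign excluding outliers beyond control limits, cut at about 13% in these data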
rCAG RNA binder – r(CAG) repeat RNA binding; AID 651821; hit rate 1.3% among 370,000; TO-PRO-1 dye displacement fluorescence; inhibition, % at 3 µM;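 active = inhibition above the plate cutoff, the mean of all test compounds on that plate plus 3 SD, cut at about 35% in these data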;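 also: 0% = DMSO alone and 100% = 100 µM mitoxantrone as full dye displacement; higher means more dye released from RNA so lower well fluorescence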
Tn6 DDE FP – disrupts Tn6 cyclic peptide binding to fibrin D-Dimer-E complex. P02675. Fibrin DD(E) TRITC-Tn6 fluorescence polarization displacement. inhibition, % at 8.3 µM. hit rate 0.21% among 370,000;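 active = inhibition above a per-campaign cutoff: mean of compounds within control limits plus 3 SD, cut at about 15% in these data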;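 also: 0% = median of all compound wells on the plate and 100% = blocking peptide control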
* hit, by the source's call; i = inactive; · = not tested or not shown.

SMILES | ADAM10 inh | GAA850 FXN act | sPLA2-III inh | GC-B act | NPR1 activator | ASAP1 GAP inh | ARFGAP1 inh | KLK7 zymogen act | rCAG RNA binder | Tn6 DDE FP
O=C(Nc1cccc2ccccc12)c1ccccc1NS(=O)(=O)c1cccc2cccnc12 | -8 | 0.0 | 5 | 10 | 3 | 6 | -10 | -0.6 | 2 | 5
CCOC(=O)N1CCN(S(=O)(=O)c2ccc(Br)cc2)CC1 | -2 | 0.6 | -2 | -7 | -5 | -11 | 12 | 0.3 | -1 | 10
O=C(CSc1ncn(-c2ccccc2)n1)Nc1nc2c(s1)CCCC2 | -2 | 1.2 | -15 | -5 | -1 | -1 | -3 | 0.7 | 10 | 0
Cc1cc(C)n(CC(C)NC(=O)c2cc(COc3c(F)cccc3F)on2)n1 (stereo not given) | -3 | 0.0 | -5 | 0 | 3 | -10 | 2 | 0.0 | -7 | 4
CC(=O)O[C@H]1C[C@@H](n2cnc3c(Cl)ncnc32)[C@@H]2OC(C)(C)O[C@@H]21 | -4 | · | 5 | -1 | 4 | -4 | 3 | -0.3 | 2 | -2
COc1ccc2cc(C(=O)C3CCCN(C(=O)c4cnccn4)C3)ccc2c1 (stereo not given) | i | 2.1 | 1 | 1 | -3 | 4 | 1 | 8.4 | -5 | 9
Cn1nc(C(=O)NCC(=O)Nc2ccc(F)c(F)c2F)c2ccccc2c1=O | -8 | -0.6 | -3 | -3 | 2 | 5 | -6 | 0.2 | 0 | 6
O=C(O)CC(Cc1ccccc1)(C(=O)O)c1ccccc1 (stereo not given) | 0 | 0.7 | -1 | 1 | 4 | -4 | 8 | 0.3 | -1 | -4
COc1ccc(N(CC(=O)O)S(C)(=O)=O)cc1OC | 1 | 0.4 | 3 | 3 | 4 | -1 | 2 | 0.6 | -1 | 3
CCc1cccc(NS(=O)(=O)c2c(C)nc3sc(CC)nn3c2=O)c1 | -5 | -0.9 | -7 | -2 | 2 | -12 | -3 | 0.1 | 1 | -2
CCOc1ccc(NC(=O)C2CCCN(S(C)(=O)=O)C2)cc1 (stereo not given) | 0 | 1.1 | -2 | 1 | -1 | 5 | -12 | -0.4 | -1 | 10
O=C(COC(=O)c1ccc(O)cc1)NCc1ccc2c(c1)OCO2 | -6 | 2.6 | 0 | -1 | -5 | 5 | -1 | -0.2 | 0 | 10
Cc1cc(NC(=O)CN2C(=O)NC(Cc3ccccc3)C2=O)no1 (stereo not given) | 2 | 1.7 | 13 | 2 | -1 | 13 | 2 | 0.5 | 4 | 2
CN(Cc1ccc2nsnc2c1)Cc1nc(Cc2cccc(F)c2)no1 | 1 | 0.3 | -4 | -1 | -4 | 1 | -6 | 0.5 | -5 | 2
COC(=O)C1C(O)CCC2CN3CCc4c([nH]c5ccccc45)C3CC21 (stereo not given) | -59 | -0.4 | -11 | 2 | 1 | -1 | -2 | 1.6 | 0 | 4
Cc1cccc(-c2noc(CN(C)C(=O)c3ccc4c(c3)OCO4)n2)c1 | 5 | -0.7 | -2 | 3 | 2 | -9 | -10 | 0.8 | 0 | -9
CCN(CC(=O)NCc1cccs1)C(=O)c1cccc(S(=O)(=O)Nc2ccccc2OC)c1 | -3 | -0.8 | 0 | 4 | -3 | 8 | 9 | 0.0 | -3 | 1
CCC(CC)C(=O)OCC(=O)Nc1cccc(S(=O)(=O)N(C)c2ccccc2)c1 | 19 | 1.0 | -19 | 3 | 2 | 15 | 6 | -0.7 | 3 | 0
O=C(/C=C/Nc1ccccc1Br)c1ccccn1 | 2 | -15 | -22 | -9 | 1 | -2 | -3 | -0.5 | 0 | -12
CCCC(=O)N1CCCC(c2cc(C(=O)NCc3cccnc3)no2)C1 (stereo not given) | -5 | 0.5 | -4 | 3 | 2 | -22 | -7 | -1.2 | 0 | -1
CN(Cc1ccccc1)C(=O)CN1C(=O)C2C3C=CC(C3)C2C1=O (stereo not given) | 4 | -1.7 | 4 | 4 | 1 | -7 | 8 | 0.1 | -4 | -4
CC(=O)C1=C(O)C(=O)N(Cc2cccnc2)C1c1ccc(C(C)C)cc1 (stereo not given) | -7 | -0.7 | -10 | -4 | -4 | 1 | 3 | 0.1 | -2 | 3
Cc1ccc(S(=O)(=O)N(CC(=O)NN=C2CCN(C)CC2)c2ccc(C(C)C)cc2)cc1 | -2 | -0.6 | -2 | -10 | 4 | 0 | -4 | -0.2 | -1 | 8
Cc1ccc(OCc2nnc(SCC(=O)Nc3cc(C)on3)n2C)cc1 | -3 | -2.2 | 2 | 3 | 7 | -12 | 1 | -0.6 | -3 | 8
CC1=CC(C)C2C(=O)N(CCC[N+](C)(C)C)C(=O)C2C1 (stereo not given) | 6 | -0.8 | 6 | -1 | 3 | -27 | 6 | -0.4 | -3 | 1
O=c1[nH]c(CSc2nnc(NCCCN3CCOCC3)s2)nc2cc(Cl)ccc12 | -4 | 1.4 | 3 | 5 | -1 | -4 | -2 | -0.2 | 4 | -4
CSCCC(NC(=O)C12CC3CC(CC(C3)C1)C2)C(=O)OCC(=O)c1ccccc1 (stereo not given) | 7 | 1.4 | 0 | 0 | -2 | -10 | -6 | 0.2 | -1 | 8
O=C(CSc1nnc(-c2ccco2)o1)N1c2ccccc2CCc2ccccc21 | 2 | -2.9 | -8 | -6 | -11 | -17 | -8 | 0.2 | -3 | -4
COc1ccc(N(CC(=O)Nc2cc(Cl)ccc2OC)C2=NC3CS(=O)(=O)CC3S2)cc1 (stereo not given) | -4 | -0.6 | 2 | -2 | -6 | -1 | -1 | -0.2 | 2 | -7
COC(=O)c1cn(-c2ccccc2)c(C)c1C(=O)OC | 15 | 1.4 | 2 | -1 | 1 | -14 | 13 | 0.5 | 2 | 0
COc1ccc(C)cc1C(=O)CCC(=O)Nc1ccccc1N1CCOCC1 | -7 | 0.2 | -3 | -3 | -13 | -13 | -6 | 0.0 | -5 | 3
N=c1sccn1CC(=O)Nc1ccc(Cl)cc1[N+](=O)[O-] | 2 | 0.8 | 8 | -8 | 7 | -2 | -13 | -0.5 | 2 | -2
CCCN(CC(=O)Nc1ccccc1C)C(=O)c1ccc(N2CCCC2=O)cc1 | -13 | -0.2 | 4 | 0 | 0 | -4 | -4 | -0.5 | -4 | -1
C/C(Cn1nnc2ccccc21)=N\OC(=O)c1cc(F)c(F)cc1Cl | -6 | 2.1 | 2 | 4 | 1 | 2 | 6 | 0.8 | -4 | -4
Cn1c(=S)c2[nH]c(SCCC(C)(C)C)nc2n(C)c1=O | -22 | 2.6 | 6 | 50* | 44* | 2 | -8 | 0.0 | 2 | 3
Cc1ccccc1C(=O)NNC(=O)c1ccoc1C | 5 | 1.6 | 5 | 5 | 5 | 6 | -5 | -0.2 | 1 | 5
Cc1ccc(SCc2cc(=O)[nH]c(N3CCCCC3)n2)cc1 | -3 | 2.9 | 7 | 1 | 3 | -9 | 0 | 0.2 | -3 | 2
COc1ccc(CCNC(=O)c2ccc(-c3cccc([N+](=O)[O-])c3)o2)cc1OC | 3 | -0.2 | -7 | 20 | 18 | 3 | 13 | 0.5 | 2 | -8
CCCC(=O)Nc1nn(C)c2nc3c(C)cccc3cc12 | -4 | -0.4 | 5 | -1 | 1 | 7 | 12 | 1.4 | 0 | 2
CS(=O)(=O)c1ccc(Cl)c(NC(=O)COC(=O)CNC(=O)c2sc3ccccc3c2Cl)c1 | -4 | 0.4 | 8 | 6 | 9 | -11 | 9 | 0.2 | 5 | 8

One compound at a time (already shown):
`CCOc1ccc(NC(=O)C2CCCN(S(C)(=O)=O)C2)cc1` (stereo not given) in the list: ADAM10 inh = 0; GAA850 FXN act = 1.1; sPLA2-III inh = -2; GC-B act = 1; NPR1 activator = -1; ASAP1 GAP inh = 5; ARFGAP1 inh = -12; KLK7 zymogen act = -0.4; rCAG RNA binder = -1; Tn6 DDE FP = 10
`COc1ccc(CCNC(=O)c2ccc(-c3cccc([N+](=O)[O-])c3)o2)cc1OC` in the list: ADAM10 inh = 3; GAA850 FXN act = -0.2; sPLA2-III inh = -7; GC-B act = 20; NPR1 activator = 18; ASAP1 GAP inh = 3; ARFGAP1 inh = 13; KLK7 zymogen act = 0.5; rCAG RNA binder = 2; Tn6 DDE FP = -8

Further compounds follow:
SMILES | ADAM10 inh | GAA850 FXN act | sPLA2-III inh | GC-B act | NPR1 activator | ASAP1 GAP inh | ARFGAP1 inh | KLK7 zymogen act | rCAG RNA binder | Tn6 DDE FP
COc1cc(/C=C/c2ccc3cccc(OC)c3n2)c(OC(C)=O)c([N+](=O)[O-])c1 | 2 | -1.9 | 6 | 1 | 1 | -3 | 7 | -0.6 | 7 | -1
Cc1nnc(NCCc2ccccc2)c2ccccc12 | -3 | 4.4 | -2 | 2 | -3 | 7 | 10 | -0.5 | 3 | -4
CC(=O)OCC(=O)NCC(=O)c1c[nH]c2ccccc12 | 8 | 1.5 | 4 | -5 | -3 | 7 | 13 | -0.3 | 3 | 3
COc1ccc(N2C(=O)CC(Sc3ccccc3C(=O)O)C2=O)c([N+](=O)[O-])c1 (stereo not given) | -3 | 0.2 | 3 | -3 | 0 | 15 | 9 | -0.4 | 16 | -1
CN(C)CCNC(C(=O)Nc1cccc(C(F)(F)F)c1)c1ccccc1 (stereo not given) | -10 | 1.9 | -9 | -10 | -20 | -3 | 1 | 0.4 | -1 | 0
COc1ccc(CC(=O)N[C@@H]2c3cc(OC)c(OC)cc3C[C@H]2O)cc1 | -2 | 2.0 | -1 | 3 | -1 | 6 | -6 | -0.9 | 3 | 2
COc1ccc(N2C(=O)C3CCCN3C2c2ccccc2)cc1 (stereo not given) | -5 | -1.9 | -1 | 0 | -1 | -3 | -7 | -0.2 | 3 | -3
Cc1ccc(C(=O)C2=C(O)C(=O)N(Cc3cccnc3)C2c2ccc(OC(C)C)cc2)o1 (stereo not given) | -2 | 0.8 | 6 | 3 | 4 | -27 | -1 | 0.5 | 1 | -5
CC1CCCN(C(=O)Nc2cccc(NC(=O)N3CCCC(C)C3C)c2)C1C (stereo not given) | 4 | -1.7 | -1 | -7 | 1 | -7 | -2 | -0.2 | -6 | -2
CCOC(=O)CCSc1nc(C)c2cc(C)ccc2n1 | -44 | 4.8 | -8 | 0 | 2 | -7 | 8 | -0.2 | -5 | -4
CN1CCN(C(=O)c2ccccc2NC(=O)c2ccccc2Br)CC1 | -5 | 1.3 | 5 | 2 | 4 | -10 | 13 | -0.6 | -6 | 9
OCC1(Cc2ccccc2F)CCCN(CCc2ccccc2)C1 (stereo not given) | 23* | -1.9 | -1 | -3 | 1 | 6 | 22 | 0.3 | -4 | 9
Cn1c(=O)oc2cc(S(=O)(=O)N3CCCC(C(=O)Nc4ccc5c(c4)OCCO5)C3)ccc21 (stereo not given) | -16 | -4.6 | 8 | -3 | 6 | 5 | 9 | 0.2 | 7 | -1
COCCN1C(=O)N[C@@H](c2ccco2)C(C(=O)OC)=C1C | 0 | 1.0 | -2 | 4 | 2 | -14 | -3 | 0.1 | 0 | 2
Cc1cc(NC(=O)COC(=O)C(Nc2ccc(C(F)(F)F)cc2Cl)C(C)C)no1 (stereo not given) | 20 | -0.6 | -8 | 0 | -5 | 3 | -5 | -0.6 | -3 | -4
CN(Cc1nc2ccccc2[nH]1)C(=O)C1CCC(=O)N(CCc2cccc(F)c2)C1 (stereo not given) | -13 | 0.7 | 7 | 1 | 4 | -1 | 15 | -0.7 | -6 | 1
